Bioassay records (PubChem)
PostGolgi yeast: growth inhibition of a yeast mutant, post-Golgi transport screen | inhibition, % at 10 µM | post-Golgi transport phenotypic cell assay | actives 0.9% (n = 98,000) | AID 739; in the data active = inhibition above about 30%;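 note: yeast cells grown in 1536-well plates; yeast grown about 18 h at 30C before absorbance read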
EphB4 antag: blocks human EphB4 binding to ephrin-B2. P54760. EphB4 LBD / TNYL-RAW-Alexa532 peptide, fluorescence polarization. inhibition, % at 7 µM. actives 0.15% (n = 97,000);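 active = inhibition above the screen-wide mean inhibition plus 3 SD, cut at about 15% in these data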;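 note: 0% = DMSO wells and 100% = excess unlabeled TNYL-RAW peptide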
E coli WT exp: growth inhibitors of E. coli BW25113 wild type. OD600 absorbance. growth inhibition, % at 100 µM. actives 0.15% (n = 98,000). AID 710;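 active = growth inhibition above about 50% at one test dose, limit read from the data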;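 note: growth measured after 20 h incubation at 37 °C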
CYP2C9 inhib: inhibitors of human CYP2C9 | inhibition, % at 5 µM | AID 777 | P11712 | actives 20% (n = 96,000) | CYP2C9 Supersomes, luciferin-H conversion, luminescence;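 active = blocking of liver enzyme CYP2C9 beyond about 50% at 5 µM, limit read from the data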; note: values of inactives mirror those of a sister screen read the other way
Target sequence (P11712 whole entry, looked up): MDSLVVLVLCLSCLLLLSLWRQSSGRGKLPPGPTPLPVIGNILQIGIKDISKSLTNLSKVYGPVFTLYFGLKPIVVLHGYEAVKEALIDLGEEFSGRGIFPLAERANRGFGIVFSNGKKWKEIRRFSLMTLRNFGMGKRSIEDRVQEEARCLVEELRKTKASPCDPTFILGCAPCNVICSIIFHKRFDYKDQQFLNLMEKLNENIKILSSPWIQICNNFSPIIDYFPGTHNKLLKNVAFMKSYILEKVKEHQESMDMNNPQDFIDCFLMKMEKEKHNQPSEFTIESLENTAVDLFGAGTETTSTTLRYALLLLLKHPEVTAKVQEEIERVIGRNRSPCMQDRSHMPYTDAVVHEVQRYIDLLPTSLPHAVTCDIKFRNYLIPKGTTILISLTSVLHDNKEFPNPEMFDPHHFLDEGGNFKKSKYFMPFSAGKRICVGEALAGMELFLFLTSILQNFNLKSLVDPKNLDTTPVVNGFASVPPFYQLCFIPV
PTK2B oligo ant: blocks oligomerization of human Pyk2 in cells | Q14289 | Q293 cells, Pyk2 FERM NanoBiT luminescence; stronger effect = lower value | z-score (the deposit names both 25 µM and 10 µM) | actives 0.83% (n = 99,000) | AID 1347419;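 active = Z-score of -3 or lower, scaled per plate to the spread of control and sample wells; inactive = z-score above -3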;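 note: negative z-score means lost luminescence so less FERM oligomerization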
CYP2C19 inhib: blocks human cytochrome P450 2C19. AID 778. CYP2C19 Supersomes, luciferin-H EGE luminescence, 30 min. P33261. actives 21% (n = 96,000). inhibition, % at 5 µM;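 active = CYP2C19 inhibition above a set limit at 5 µM in the primary screen, cut at about 50% in these data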;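 note: plate controls were negative control wells for no effect and 2.5 mM tranylcypromine positive control for full effect; values of inactives mirror those of a sister screen read the other way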
CYP2C19 activ: activators of human cytochrome P450 2C19. 96,000 tested, under 10 active. AID 1025. recombinant CYP2C19, luciferin-H EGE luminescence; stronger effect = higher value; 0 = fully inhibited enzyme, 1 = untreated enzyme. activation factor at 5 µM;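 active = activation factor of at least 2 at 5 µM in the primary screen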;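 note: 0 = wells with 2.5 mM tranylcypromine and 1 = vehicle-only wells; values of inactives mirror those of a sister screen read the other way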
CYP2C9 activ: CYP2C9 (human) activation | recombinant CYP2C9, luciferin-H conversion, luminescence; stronger effect = higher value; factor 1 = untreated enzyme, 0 = blocked | activation factor at 5 µM | actives 1.4% (n = 96,000);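 active = activation factor of 2 or more for CYP2C9 at a 5 µM dose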;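 note: 0 = sulfaphenazole-blocked wells and 1 = vehicle-only wells; values of inactives mirror those of a sister screen read the other way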
PLAP activator: activators of human placental alkaline phosphatase; purified PLAP enzyme, luminescent substrate read-out; stronger effect = higher value; activation fold at 20 µM; AID 696; actives 1.2% (n = 96,000); in the data active = activation fold above about 2
Target sequence (P05187 whole entry, looked up): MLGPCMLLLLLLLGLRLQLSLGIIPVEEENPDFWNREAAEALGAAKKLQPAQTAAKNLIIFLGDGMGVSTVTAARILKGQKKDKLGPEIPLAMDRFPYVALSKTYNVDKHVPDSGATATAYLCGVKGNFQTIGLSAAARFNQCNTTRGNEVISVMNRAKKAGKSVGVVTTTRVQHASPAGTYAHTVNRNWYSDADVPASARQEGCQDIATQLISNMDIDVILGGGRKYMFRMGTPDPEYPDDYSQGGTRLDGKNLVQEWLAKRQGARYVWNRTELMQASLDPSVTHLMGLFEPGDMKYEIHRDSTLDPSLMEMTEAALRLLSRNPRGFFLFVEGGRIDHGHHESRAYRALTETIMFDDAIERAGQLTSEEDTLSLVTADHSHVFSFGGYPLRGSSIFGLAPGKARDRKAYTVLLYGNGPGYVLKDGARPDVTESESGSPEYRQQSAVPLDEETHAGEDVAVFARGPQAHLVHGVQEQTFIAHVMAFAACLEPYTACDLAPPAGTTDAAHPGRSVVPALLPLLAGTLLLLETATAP
* hit, by the source's call; · = not tested or not shown.

Values run as follows: PostGolgi yeast	EphB4 antag	E coli WT exp	CYP2C9 inhib	PTK2B oligo ant	CYP2C19 inhib	CYP2C19 activ	CYP2C9 activ	PLAP activator
CC1CC(=O)c2cnc(N)nc2C1 (stereo not drawn)
    -1	-1	9	-14	0.32	-9	1.1	1.1	1.1
O=C(CCCOc1ccccc1)Nc1ccncc1
    -2	·	5	97*	2.1	99*	0	0	0.8
Cc1cc(C(=O)N2CCCCCC2)cs1
    7	0	4	-7	-0.76	58*	0.4	1.1	1
Cc1cc(C)n(-c2nnc(C)n2N)n1
    -3	-5	-4	-3	0.52	-11	1.1	1	0.9
COc1cccc(C(=O)N(c2ccc(OC)cc2OC)C2C=CS(=O)(=O)C2)c1 (stereo not drawn)
    -6	0	-6	20	-0.17	28	0.7	0.8	1
O=C(c1cc2nc(-c3ccco3)cc(C(F)(F)F)n2n1)N1CCN(c2ccccn2)CC1
    12	-11	-3	27	0.64	30	0.7	0.7	1.5
Cc1ccc(S(=O)(=O)N(CC(O)CN(C)C)c2ccccc2)cc1 (stereo not drawn)
    10	-5	-9	25	-0.17	-5	1	0.7	1.1
O=c1[nH]c(-c2cccs2)nc2ccccc12
    9	7	2	3	-0.48	1	1	1	0.9
COc1ccc(CN(CCCN2CCOCC2)C(=O)Nc2cccc(Cl)c2)cc1OC
    22	-11	11	97*	-0.08	80*	0.2	0	1.6
CCn1cc(C(=O)OCC(=O)OC2CC(C)CCC2C(C)C)c(=O)c2ccc(C)nc21 (stereo not drawn)
    -8	1	10	49	-0.89	75*	0.3	0.5	1.4
CCOC(=O)C(NC(C)=O)(N1CCc2ccccc2C1)C(F)(F)F (stereo not drawn)
    0	-4	4	92*	0.57	75*	0.3	0.1	1.3
CCCc1cc(-c2[nH]ncc2-c2ccc(C(=O)OCC)o2)c(O)cc1O
    7	11	1	98*	-2.1	70*	0.3	0	2.1*
CSCC[C@H](NC(=O)CCn1nnc2ccccc2c1=O)C(=O)O
    6	1	0	-16	2.2	-3	1	1.2	0.9
CCn1c(C)nc2cc(S(=O)(=O)N3CCCCC3)ccc21
    ·	·	·	-63	0.25	-5	1.1	1.6	1.1
CCOC(=O)c1c(-c2ccc(C)o2)csc1N
    9	-2	8	29	0.26	59*	0.4	0.7	1
COC(=O)\C(C(C)=O)=C(/C=C/C=C/C=C/N(C)C)N(C)C
    -4	4	1	7	-0.09	0	1	0.9	1.5
COc1ccccc1N1CCN(C(=O)c2cc3n(n2)C(C(F)(F)F)CC(c2ccco2)N3)CC1 (stereo not drawn)
    -4	·	-9	59*	0.35	6	0.9	0.4	1.6
CCn1nc(CC(=O)Nc2nnc(CC(=O)N3CCCCC3)s2)c2ccccc2c1=O
    -1	4	1	3	0.94	15	0.9	1	1.2
NC(=O)C(c1ccccc1)c1ncc(C(F)(F)F)cc1Cl (stereo not drawn)
    10	-2	2	30	0.37	18	0.8	0.7	1
CCC(C)NC(=O)C(Cc1ccccc1)n1cccc1 (stereo not drawn)
    5	·	5	60*	·	62*	0.4	0.4	0.9
Cc1oc(C(=O)O)cc1COc1ccc2c3c(c(=O)oc2c1)CCC3
    1	-3	2	5	0.92	-27	1.3	1	1.3
CCCn1c(NC(=O)c2cccc(S(=O)(=O)N3CCCC3)c2)nc2ccccc21
    -8	·	-10	40	-3.9*	37	0.6	0.6	1.5
CCOc1ccc(S(=O)(=O)n2cnc3cc(C)c(C)cc32)cc1
    1	8	-4	38	0.88	38	0.6	0.6	1.4
COc1ccc(C(=O)NC(=O)N2CCCCC2)cc1
    -7	-4	-4	-6	0.38	-2	1	1.1	1
COCCCn1c(SCC(=O)Nc2ccc(C(=O)OC)cc2)nc2ccccc2c1=O
    -9	-4	-3	88*	-1.4	78*	0.2	0.1	0.9
Cc1cccc(-c2nc(CS(=O)CC(=O)NCCCSC3CCCCC3)c(C)o2)c1 (stereo not drawn)
    7	7	-16	44	0.46	32	0.7	0.6	1.5
CCn1c(=O)cc(SCC(=O)NCc2cccnc2)c2ccccc21
    2	10	-3	-19	0.46	5	0.9	1.2	1.1
Cc1sc(-n2cccc2)c(C(=O)O)c1C
    -6	8	7	39	-0.17	2	1	0.6	1
COc1ccccc1Nc1nc(-c2cccs2)cs1
    4	2	-7	72*	1.4	83*	0.2	0.3	0.8
O=C(c1ccccc1)n1nnc2ccccc21
    8	2	0	-26	0.21	-18	1.2	1.3	1.1
O=C1CCCC/C1=C\Nc1ccccc1C(=O)O
    12	-3	1	-8	-0.25	-11	1.1	1.1	0.8
COC(=O)c1[nH]c2ccc(C)cc2c1NC(=O)CCN1CCN(Cc2ccc3c(c2)OCO3)CC1
    -2	6	3	18	1.5	37	0.6	0.8	1.1
CS(=O)(=O)Nc1ccc(C(=O)NCc2ccc3c(c2)OCO3)cc1
    23	-1	13	-4	0.4	-4	1	1	0.9
O=C(c1ccco1)N1CCN(c2ncnc3scc(-c4ccccc4)c23)CC1
    13	-3	-2	38	-2.1	8	0.9	0.6	1.9
COC(=O)c1ccc(COc2ccc3c4c(c(=O)oc3c2)CCC4)o1
    -3	11	-1	1	0.93	6	0.9	1	0.9
COc1ccccc1/C=N/NC(=Nc1ccc(C)cc1)c1nc2ccccc2s1
    -2	5	-12	1	·	-1	1	1	1
COc1ccc(/C=N/O)cc1COc1ccc(NC(C)=O)cc1
    4	-1	7	·	0.31	·	·	·	·
Cn1c(SCC(=O)NCC2CCCO2)nnc1-c1c[nH]c2ccccc12 (stereo not drawn)
    10	2	2	-1	·	11	0.9	1	1
Nc1ccc(NC(=O)c2cccs2)c(Cl)c1
    -10	-1	7	-4	0.88	5	0.9	1	0.8
Cc1ccc(C(=O)NNC(=O)CSc2nnc3c(n2)[nH]c2ccc(F)cc23)cc1
    -8	0	-6	22	-0.06	11	0.9	0.8	1.6
CC(C)COc1ccc(-c2nnn(CC(=O)N3CCCC3)n2)cc1
    6	-7	0	-7	-0.73	-10	1.1	1.1	1
CCOC(=O)CCSc1nc(C)c2cc(C)ccc2n1
    1	3	-4	58*	1.6	78*	0.2	0.4	1.8
CCCC(=O)Nc1nn(C)c2nc3c(C)cccc3cc12
    2	-4	-3	-4	-0.96	2	1	1	1
Fc1ccc(-c2nnc(Cc3nnc(-c4ccc(F)cc4)o3)o2)cc1
    -3	·	-2	30	1.1	8	0.9	0.7	1.4
CCn1nc(C)cc1Nc1ccccc1
    1	-6	-5	16	0.19	1	1	0.8	1
O=C(CCCc1nc(-c2ccccc2Cl)no1)NC1CCCCC1
    -5	-1	-16	6	1.9	10	0.9	0.9	0.9
O=C(Nc1nccs1)C1CCCN(S(=O)(=O)c2cccnc2)C1 (stereo not drawn)
    -8	5	0	37	·	46	0.5	0.6	1.1
CCCCN(CC)CCNC(=O)Cn1cnc2sc(C)c(S(=O)(=O)N3CCOCC3)c2c1=O
    2	-3	0	·	0.1	·	·	·	·
COC1(OC)N=C(NC(=O)Nc2ccccc2)C2(C#N)C(c3ccccc3)C12C#N (stereo not drawn)
    12	0	4	5	0.64	-4	1	0.9	1
Clc1c(CSc2nc3ccccc3o2)nc2sccn12
    -2	7	0	-16	-0.33	48	0.5	1.2	0.8
Cc1ccc(SCCNC(=O)C(CO)(CO)CO)cc1
    -7	-7	5	-8	0.24	-5	1.1	1.1	0.9
CC1CCCC(C)N1C(=O)COC(=O)c1ccc2c(c1)OCO2 (stereo not drawn)
    -8	2	-14	30	3	35	0.7	0.7	1.2
CCCCC(CCC(=O)Nc1nccs1)C(=O)O (stereo not drawn)
    12	3	7	2	0.77	7	0.9	1	0.9
COC(=O)c1cccc(NC(=O)/C(=C\c2ccccc2)NC(=O)c2ccccc2Cl)c1
    -4	6	-7	22	-1.1	-4	1	0.8	1
CCCNS(=O)(=O)c1ccc(OCC(=O)NCc2ccc3c(c2)OCO3)cc1
    14	-2	6	62*	-2	54*	0.5	0.4	0.8
FC(F)(F)c1ccc(/C=N/N2CCN(Cc3cccc4ccccc34)CC2)cc1
    4	-6	-33	4	-0.44	0	1	1	1
CC(=O)Oc1oc(-c2ccccc2)nc1C=Nc1ccccc1
    1	8	1	34	0.39	33	0.7	0.7	1.1
Cc1ccc(S(=O)(=O)N2CCN(C)CC2)c(C)c1
    -3	-2	-3	-48	0.58	36	0.6	1.5	0.8
Cc1cccc(N(CC(=O)NC2CCCCC2)C(=O)CCC(=O)Nc2ccccn2)c1
    ·	·	·	38	·	48	0.5	0.6	1.2
COCc1cc(=O)n2c([nH]c3ccccc32)c1C#N
    -5	-2	-11	42	0.11	7	0.9	0.6	0.9

Part of the list above, as a markdown table:
| structure | PostGolgi yeast | EphB4 antag | E coli WT exp | CYP2C9 inhib | PTK2B oligo ant | CYP2C19 inhib | CYP2C19 activ | CYP2C9 activ | PLAP activator |
| --- | --- | --- | --- | --- | --- | --- | --- | --- | --- |
| O=C(c1ccccc1)n1nnc2ccccc21 | 8 | 2 | 0 | -26 | 0.21 | -18 | 1.2 | 1.3 | 1.1 |
| O=C1CCCC/C1=C\Nc1ccccc1C(=O)O | 12 | -3 | 1 | -8 | -0.25 | -11 | 1.1 | 1.1 | 0.8 |

(continued)
Values run as follows: PostGolgi yeast	EphB4 antag	E coli WT exp	CYP2C9 inhib	PTK2B oligo ant	CYP2C19 inhib	CYP2C19 activ	CYP2C9 activ	PLAP activator
O=C(OCCN=C1NS(=O)(=O)c2ccccc21)c1ccccc1
    1	1	-7	85*	0.72	44	0.6	0.1	0.9
Cc1ccc(N2C(N)=C(C#N)C(c3cccs3)C3=C2CC(C)(C)CC3=O)cc1 (stereo not drawn)
    -3	-1	-3	80*	0.19	42	0.6	0.2	0.9
CCOc1ccc(C(Nc2ccc(C)cc2)P2(=O)OCCC(C)O2)cc1 (stereo not drawn)
    -8	-2	2	58*	0.29	54*	0.5	0.4	1.6
COc1ccc(OCC(=O)N2CCN(C(=O)COc3ccc(Br)cc3)CC2)cc1
    -10	1	7	46	0.69	64*	0.4	0.5	1.2
COC(=O)c1ccc(C2C(C(C)=O)=C(C)Nc3ncnn32)cc1 (stereo not drawn)
    -1	2	9	26	·	96*	0	0.7	1.1
CCOC(=O)c1nnc(-c2ccccc2)o1
    0	10	5	-6	0.61	-5	1.1	1.1	0.9
CCSc1nc2n(n1)C(c1cccc(F)c1)C1=C(CCCC1=O)N2 (stereo not drawn)
    2	-2	-9	-13	-0.29	-9	1.1	1.1	1
Cc1cc2oc(=O)cc(CN3CCN(Cc4ccccc4)CC3)c2cc1Cl
    13	-4	-2	-15	0.39	23	0.8	1.1	1.5
COc1ccccc1-c1c(C)nn2c(N3CCN(Cc4ccccc4)CC3)cc(C)nc12
    -11	-1	-4	52*	·	57*	0.4	0.5	1.6
CCOC(=O)C1CCN(C(=O)COc2ccc(Cl)cc2C)CC1
    2	-4	1	-72	0.96	83*	0.2	1.7	1.8
C=CCn1c(O)c(C2=c3ccccc3=NC2=O)s/c1=N/c1nccs1
    -14	-3	-6	61*	·	9	0.9	0.4	0.8
COC(=O)c1ccc(OCCN2C3=NCCN3c3ccccc32)cc1
    -20	1	1	-3	-0.55	18	0.8	1	1.7
CC1CCCCN1C(=O)CSc1nnc(-c2cccnc2)n1C1CCCCC1 (stereo not drawn)
    3	-3	-5	10	1	19	0.8	0.9	1.5
C#CC(C)(CC)NC(=O)Cn1nnc(-c2ccc(S(C)(=O)=O)cc2)n1 (stereo not drawn)
    2	-6	2	17	0.44	0	1	0.8	1
COc1cccc(OCCOc2cccc(/C=N/n3cnnc3)c2)c1
    3	-5	0	40	1.5	55*	0.5	0.6	1.2
CCCc1cc(-c2n[nH]c(C(=O)OCC)c2-c2cscn2)c(O)cc1O
    7	-4	6	67*	-0.55	56*	0.4	0.3	2.1*
